S100A4 MyoIIA – inhibitors of human S100A4 binding to myosin IIA peptide; P26447; S100A4/TAMRA-MyoIIA peptide fluorescence polarization; inhibition, % at 10.7 µM; 360,000 compounds, 0.14% hits;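 active = mean inhibition of at least 70% across replicates, with every replicate also reaching that level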
Target sequence (P26447 whole entry, looked up): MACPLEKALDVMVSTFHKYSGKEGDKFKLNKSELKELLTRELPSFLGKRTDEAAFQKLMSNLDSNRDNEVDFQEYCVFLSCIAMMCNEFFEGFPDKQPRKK
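System – human S100A4 monomer protein, biochemical binding assay · Buffer or medium – Calcium-containing HEPES buffer, pH 7.2 · Timing – 5 min between mix addition and reading · Also added – TAMRA-labelled myosin IIA heavy-chain peptide probe, 5 nM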
PGC1a acetyl inh – modulators of PGC1a acetylation; 350,000 compounds, 0.17% hits; U2OS PGC1a acetylation, AlphaScreen anti-acetyl-lysine; with virally co-expressed GCN5 acetyltransferase; inhibition, % at 15.6 µM;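 active = every replicate shows inhibition of at least 40%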;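 also: 0% = neutral control wells and 100% = positive control wells; some results beyond the cut were filed as inactive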
SIRT5 block – inhibitors of human sirtuin-5 desuccinylase; AID 652115; Q9NXA8; Purified SirT5, succinyl-peptide AMC, trypsin-coupled fluorescence; inhibition, % at 15 µM; 330,000 compounds, 1.1% hits; in the data active = inhibition above about 15%
ERAP1 HTS inh – inhibitors of human ERAP1 aminopeptidase; Q9NZ08; recombinant ERAP1, Leu-AMC fluorescence, 60 min; inhibition, % at 10.7 µM; 340,000 compounds, 0.15% hits;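 active = mean replicate inhibition of at least 30%, or all replicates individually reaching that 30% level; inactive = mean below 30% and not every replicate reaching it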;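 also: 0% = neutral control wells and 100% = L-leucinethiol positive control wells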
Target sequence (Q9NZ08 whole entry, looked up): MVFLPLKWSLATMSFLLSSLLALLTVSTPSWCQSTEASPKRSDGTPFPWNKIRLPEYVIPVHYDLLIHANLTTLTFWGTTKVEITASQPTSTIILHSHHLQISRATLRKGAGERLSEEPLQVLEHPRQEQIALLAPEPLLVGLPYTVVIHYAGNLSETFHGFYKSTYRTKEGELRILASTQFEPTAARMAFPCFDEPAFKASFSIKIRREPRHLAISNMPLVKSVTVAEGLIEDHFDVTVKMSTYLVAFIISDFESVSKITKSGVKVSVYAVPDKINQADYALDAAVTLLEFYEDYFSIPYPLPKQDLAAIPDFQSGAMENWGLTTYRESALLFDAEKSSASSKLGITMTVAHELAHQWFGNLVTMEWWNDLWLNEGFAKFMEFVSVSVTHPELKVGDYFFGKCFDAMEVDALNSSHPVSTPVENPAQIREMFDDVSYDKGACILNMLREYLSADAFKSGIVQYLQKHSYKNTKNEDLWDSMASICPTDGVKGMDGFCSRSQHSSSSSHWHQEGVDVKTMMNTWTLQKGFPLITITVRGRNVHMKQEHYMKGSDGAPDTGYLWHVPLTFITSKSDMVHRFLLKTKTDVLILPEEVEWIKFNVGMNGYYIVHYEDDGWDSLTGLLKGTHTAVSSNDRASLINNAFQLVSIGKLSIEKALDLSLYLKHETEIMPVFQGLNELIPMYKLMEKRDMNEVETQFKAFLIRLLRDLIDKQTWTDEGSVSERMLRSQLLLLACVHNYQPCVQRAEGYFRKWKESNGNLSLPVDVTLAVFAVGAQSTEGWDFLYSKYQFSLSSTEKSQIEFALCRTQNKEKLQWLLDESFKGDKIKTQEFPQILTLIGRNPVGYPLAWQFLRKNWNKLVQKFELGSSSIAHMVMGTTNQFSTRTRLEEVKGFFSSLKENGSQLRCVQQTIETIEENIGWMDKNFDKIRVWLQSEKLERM
Cneo AK release – causes C. neoformans cell lysis | adenylate kinase release luminescence, 4 h; normalised: neutral wells 0, clomiphene wells 100 | lysis activity, % at 15 µM | 360,000 compounds, 0.2% hits | AID 651654;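 active = mean lysis activity across replicates of at least 80%, whatever share of replicates individually reach that level; inactive = mean lysis activity below 80%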
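Assay system: Cryptococcus neoformans yeast cells / Dosing: single-point compound dose / Timing: 4 h at 37 °C static, read 1 h later / Measured by: luminescence of released adenylate kinase using an AK detection reagent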
C2C12 statin – suppression of simvastatin myotoxicity; rescue of ATP level, % at 7.49 µM; AID 602340; C2C12 myotubes + simvastatin, ATP luminescence, 48 h; scaled: DMSO 0, geranylgeraniol control 100; 330,000 compounds, 0.78% hits;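 active = mean ATP rescue above about 67%, or every replicate alone reaching that limit, limit read from the data, passing the limit was not always enough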;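 also: myotubes were challenged with 10 µM simvastatin during compound exposure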
LGR2 inh – blocks bursicon-induced cAMP signaling via Drosophila LGR2. HEK293 LGR2, CRE-luciferase, bursicon-stimulated, 4 h. AID 720647. 380,000 compounds, 0.35% hits. inhibition, % at 9.99 µM;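 active = drop in luminescence signal, shown as inhibition above about 50% in the replicate tests, limit read from the data, passing the limit was not always enough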;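 also: agonist challenge used bursicon conditioned medium at about half maximal strength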
XiGFP reactiv – X-chromosome reactivation activator; XiGFP mouse fibroblasts, % GFP-positive cells imaging, 3 d; cells co-treated with 5-aza-dC sensitizer; scaled so ellipticine positive control = 100%; activation, % at 7.58 µM; AID 743238; 360,000 compounds, 0.055% hits;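 active = mean normalized replicate activation at least 10% and every replicate at or above 10%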;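 also: 0% = median of on-plate neutral control wells and 100% = ellipticine 6 µM median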
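assay system = SV40-immortalized XiGFP fibroblast cells, line 68-5-11 | buffer or medium = DMEM plus 5-aza-dC sensitizer | doses = single-point pinned compound dosing | times = 3-day compound exposure, then 15 min fixation at room temperature | benchmarks = positive control ellipticine, 6 µM final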
Starred values were filed as active, the others as inactive; · = no result given; & = joins results of further samples. A portion of the library; the hit share may differ from the screen's.

SMILES | S100A4 MyoIIA | PGC1a acetyl inh | SIRT5 block | ERAP1 HTS inh | Cneo AK release | C2C12 statin | LGR2 inh | XiGFP reactiv
Cc1noc(C)c1S(=O)(=O)N(C)C[C@H]1OCCCC[C@@H](C)Oc2ccc(NC(=O)NC3CCCCC3)cc2C(=O)N([C@H](C)CO)C[C@@H]1C | 12 | 7 | -3 | 1 | 1 | · | -5 | 0.4
O=S(=O)(Cc1nnnn1-c1ccc(Br)cc1)c1ccc(F)cc1 | 3 | -7 | -3 | 0 | 0 | · | -2 | 0.1
CCCCSc1cc(C)nc(N)n1 | 0 | · | -3 | 3 | · | · | -20 | 0.1
Cc1ccc(S(=O)(=O)c2nnn3c2nc(N2CCOCC2)c2ccccc23)c(C)c1 | -3 | · | -2 | 2 | -1 | 2 | 14 | 0.1
COc1ccc(CN(C)C[C@H]2OCCCC[C@H](C)Oc3ccc(NC(=O)Cc4ccccc4)cc3C(=O)N([C@H](C)CO)C[C@H]2C)cc1 | · | 0 | · | · | -1 | · | 15 | -0.1
O=C(c1ccco1)N1CCN(C(=O)c2[nH]ncc2[N+](=O)[O-])CC1 | -6 | · | -3 | -4 | -1 | · | · | 0.0
COc1ccc2c(c1)CCCN2S(=O)(=O)c1ccc(Cl)cc1 | 0 | · | 0 | -4 | -2 | 7 | 7 | 0.0
CC(=O)N1CCN(C(=O)c2ccc(NS(=O)(=O)c3ccc4c(c3)OCCO4)cc2)CC1 | -9 | -4 | -3 | -1 | 1 | -9 | -24 | -0.1
COc1ccc2c(c1)CCCC2=O | -3 | 2 | · | -1 | 0 | 9 | -6 | 0.4
COc1ccccc1-c1nnc(SCC(=O)N2CCCC2)o1 | 4 | 2 | 0 | -2 | -2 | 6 | 15 | 0.1
C[C@H](CO)N1C[C@H](C)[C@H](CN(C)C)Oc2ccc(NC(=O)C3CCCCC3)cc2C1=O | -28 | 5 | -3 | 1 | 1 | 14 | 10 | 0.1
O=C(C[C@@H]1C[C@H]2c3cc(NC(=O)c4cccnc4)ccc3O[C@H]2[C@H](CO)O1)NCC1CC1 | -1 | 5 | 3 | -2 | 0 | 2 | 10 | 0.0
COc1ccc(NC(=O)Nc2ccc3c(c2)CC(=O)N([C@@H](C)CO)C[C@H](C)[C@H](CN(C)Cc2ccccc2)O3)cc1 | 0 | 1 | 4 | -1 | 3 | -38 | 18 | -0.2
COc1cccc(NC(=O)CN(C)C(=O)c2ccc(COc3ccccc3)cc2)c1 | -10 | · | -5 | -2 | · | · | 2 | -0.1
COc1ccc(NC(=O)c2ccc3c(c2)C(=O)N(Cc2cccnc2)C3=O)cc1 | 4 | · | -3 | 2 | 1 | -5 | -27 | ·
O=C(Nc1ccc2c(c1)[C@H]1C[C@H](CC(=O)N3CCCCC3)O[C@@H](CO)[C@H]1O2)c1cccnc1 | 5 | -13 | 4 | -1 | 43 | 8 | 6 | 0.0
CCn1c(CNc2ccc(Cl)cc2)nnc1SCC#N | 1 | · | -2 | -2 | · | · | 6 | 0.7
COc1cc(C(C(=O)NC2CCCC2)N(CCO)C(=O)Cn2nnc(-c3ccc(C)o3)n2)ccc1O (centres undefined) | 5 | 31 | 3 | 1 | 0 | -18 | 16 | 0.0
O=C(NCc1ccccc1)c1nccnc1CO | 1 | -3 | -1 | -2 | 0 | 12 | -25 | 0.0
Cc1cccc(NC(=O)NCC(c2ccco2)N2CCCCC2)c1 (centres undefined) | 1 | · | 1 | 2 | 1 | 7 | · | -0.1
O=C(NCCCN1CCOCC1)/C(=C/c1cccnc1)NC(=O)c1ccccc1 | -2 | 3 | -5 | 14 | · | · | 18 | 0.0
O=C(NNC(=O)C1CC1c1ccccc1)c1ccccc1F (centres undefined) | -1 | -4 | 3 | -2 | · | · | 14 | 0.2
COc1ccccc1C1C2=C(N=C3SCC(=O)N31)c1ccccc1CC2 (centres undefined) | · | 6 | · | · | 0 | 8 | 37 | ·
CCCC(c1nnnn1CCOC)N1CCN(c2cccc(OC)c2)CC1 (centres undefined) | · | -4 | · | · | 0 | 19 | 9 | ·
Cc1ccc(NC(=O)COC(=O)c2nn(C)c(=O)c3ccccc23)cc1F | -12 | · | -5 | -1 | -1 | -28 | 12 | 0.6
COc1ccc(C(=O)NCCn2ccc3ccccc32)cc1 | · | 12 | · | · | -4 | 22 | -50 | ·
CCN(CC)c1ncnc2c1ncn2[C@H]1CN(Cc2ccc(OC)cc2)C[C@@H](CO)O1 | -2 | · | -2 | 2 | 1 | 1 | -28 | 0.7
CN1CCN(C(=O)C[C@H]2C[C@@H]3c4cc(NC(=O)Nc5ccccc5)ccc4O[C@@H]3[C@@H](CO)O2)CC1 | · | -7 | · | · | -2 | 0 | 9 | 0.0
Cn1cc(CNC(=O)C2CCCCC2)cn1 | -16 | 13 | 0 | -3 | 0 | 0 | -7 | ·
CCn1c(CCNC(=O)c2ccc(Cl)c(Cl)c2)nnc1SCCOc1ccc(OC)cc1 | · | -10 | · | · | 0 | 15 | 10 | ·
Cn1cc(CNC(=O)c2cc(COc3ccc4c(c3)CCCC4)on2)cn1 | -1 | -2 | 2 | 1 | -2 | 3 | 11 | 0.3
CCCNC(=O)Nc1ccc2c(c1)C(=O)N(C)C[C@H](OC)[C@H](C)CN(C(=O)CC)[C@@H](C)CO2 | · | 1 | · | · | 0 | 5 | 1 | 0.4
COc1ccc(NC(=O)N(C)C[C@H]2Oc3c(NC(=O)C4CCOCC4)cccc3C(=O)N([C@@H](C)CO)C[C@H]2C)cc1 | 2 | 2 | -7 | 0 | -2 | -6 | 4 | 0.1
CCOc1ccc2nc(Cl)c(CN(C(C)=O)C3CCCCC3)cc2c1 | 4 | · | 1 | 0 | · | · | 1 | 0.0
C=CCn1c(C)nnc1SCC(=O)N1c2ccccc2NC(=O)C1(C)C | 4 | 4 | · | 0 | 3 | -1 | -36 | 0.1
O=C(N/N=C/c1ccc2nccnc2c1)c1ccc(Br)cc1 | -3 | 7 | -2 | -2 | -1 | · | -2 | 0.0
C[C@@H]1CN([C@@H](C)CO)C(=O)c2cc(C#C[C@@H](C)O)cnc2O[C@@H]1CN(C)Cc1cncnc1 | 0 | 3 | 5 | 3 | -2 | 5 | -1 | 0.0
COC(=O)N(C)C[C@@H]1OCc2cn(nn2)CCCC(=O)N([C@H](C)CO)C[C@H]1C | 6&3 | -1&2 | 3&-8 | 3&-1 | -1&2 | 2&1 | 16 | 0.1
CCC(C)Sc1nc2c(c(=O)n1C)SC(C)C2 (centres undefined) | 10 | 2 | 2 | 3 | 2 | -18 | -10 | -0.2
C=CCc1cccc(CNn2cnnc2)c1O | 0 | -7 | -5 | 2 | 4 | 2 | 6 | 0.0
Cc1cccc(N=C2NC(=O)CS2)c1C | 2 | · | -1 | 2 | · | · | 0 | ·
COc1cccc(-c2cnc(C(O)c3cccc(F)c3)[nH]2)c1 (centres undefined) | 3 | · | -1 | 0 | -3 | 9 | -44 | -0.1
CCCC#Cc1cnc2c(c1)C(=O)N([C@@H](C)CO)C[C@@H](C)[C@@H](CN(C)S(=O)(=O)c1cccc(OC)c1)O2 | 11 | 4 | 2 | -1 | -8 | -25 | -4 | -1.0
Cc1ccc(C(C)C)c(OCC(O)CN2CCc3ccccc3C2)c1 (centres undefined) | 6 | · | 1 | 1 | 2 | -15 | 6 | 0.0
COC(=O)c1ccccc1NC(=O)COc1ccc(S(=O)(=O)N2CCCC2)cc1C | 0 | 6 | 0 | 5 | 4 | -3 | -1 | ·
O=C(CN1C(=O)NC2(CCCCCCC2)C1=O)N1CCN(C(=O)c2ccco2)CC1 | · | -6 | · | · | 10 | 0 | 13 | ·
Cc1noc(C)c1S(=O)(=O)Nc1ccc2c(c1)C(=O)N([C@@H](C)CO)C[C@@H](C)[C@H](CN(C)C(=O)Cc1ccccc1)OCCCC[C@H](C)O2 | -1 | 27 | -4 | 1 | 1 | 25 | 0 | -0.5
CCN(CC)c1ccc(C(=O)c2cnc(/N=C/N(C)C)s2)cc1 | -3 | 1 | 0 | 4 | 0 | -14 | -43 | -0.1
CC(C)CNc1ncnc2c1ncn2[C@H]1CN(Cc2ccncc2)C[C@@H](CO)O1 | -1 | 4 | · | 1 | -1 | 26 | 1 | 0.2
CC(C)Oc1ccc(CN2CCC(n3nccc3NC(=O)CCc3ccccc3)CC2)cc1 | -4 | · | -3 | 1 | 1 | 7 | -6 | 0.0
Following part.
SMILES | S100A4 MyoIIA | PGC1a acetyl inh | SIRT5 block | ERAP1 HTS inh | Cneo AK release | C2C12 statin | LGR2 inh | XiGFP reactiv
O=C(Nc1c2c(nn1-c1ccc(F)cc1)CS(=O)C2)c1ccc2c(c1)OCO2 (centres undefined) | 0 | -1 | 0 | 3 | 2 | 4 | 8 | 0.4
COc1cc(C(=O)NCCC(=O)N2CCCCC2)cc(OC)c1OC | -3 | 14 | -1 | -4 | -1 | -1 | 3 | 0.0
O=S1(=O)CC(N2CCSCC2)CN1Cc1cn(Cc2cccc(C(F)(F)F)c2)nn1 (centres undefined) | 11 | · | -2 | · | · | · | 14 | 0.0
CCOC(=O)c1c(C)n(CC)c2ccc(OC(=O)c3ccc([N+](=O)[O-])cc3)cc12 | -10 | · | 1 | 0 | · | · | -8 | 0.0
Cc1cccc(CCNC(=O)CC2C(=O)NCCN2Cc2ccc(F)c(F)c2)n1 (centres undefined) | -6 | · | -2 | -1 | 2 | 0 | 12 | 0.1

Structures listed so far that have fluorine (7):
SMILES | S100A4 MyoIIA | PGC1a acetyl inh | SIRT5 block | ERAP1 HTS inh | Cneo AK release | C2C12 statin | LGR2 inh | XiGFP reactiv
O=S(=O)(Cc1nnnn1-c1ccc(Br)cc1)c1ccc(F)cc1 | 3 | -7 | -3 | 0 | 0 | · | -2 | 0.1
O=C(NNC(=O)C1CC1c1ccccc1)c1ccccc1F (centres undefined) | -1 | -4 | 3 | -2 | · | · | 14 | 0.2
Cc1ccc(NC(=O)COC(=O)c2nn(C)c(=O)c3ccccc23)cc1F | -12 | · | -5 | -1 | -1 | -28 | 12 | 0.6
COc1cccc(-c2cnc(C(O)c3cccc(F)c3)[nH]2)c1 (centres undefined) | 3 | · | -1 | 0 | -3 | 9 | -44 | -0.1
O=C(Nc1c2c(nn1-c1ccc(F)cc1)CS(=O)C2)c1ccc2c(c1)OCO2 (centres undefined) | 0 | -1 | 0 | 3 | 2 | 4 | 8 | 0.4
O=S1(=O)CC(N2CCSCC2)CN1Cc1cn(Cc2cccc(C(F)(F)F)c2)nn1 (centres undefined) | 11 | · | -2 | · | · | · | 14 | 0.0
Cc1cccc(CCNC(=O)CC2C(=O)NCCN2Cc2ccc(F)c(F)c2)n1 (centres undefined) | -6 | · | -2 | -1 | 2 | 0 | 12 | 0.1

Assay outcomes (PubChem BioAssay)
